# hcDAF-12 act = activators of H. contortus DAF-12 nuclear receptor | HEK293 hcDAF-12 lit1-tk-luc reporter, luminescence; 0% DMSO, 100% Δ7-dafachronic acid | AID 652067 | 370,000 compounds, 1.4% hits | activation, % at 6.8 µM;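 active means activation above the mean of all tested compounds plus 3 SD, cut at about 5.5% in these data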;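 further: 100% = response to 3 µM Δ7-dafachronic acid high control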
# ADAM10 inh = ADAM10 inhibition, QFRET primary screen. O14672. recombinant ADAM10, EDANS/DABCYL FRET peptide cleavage, 3 h. 370,000 compounds, 0.62% hits. AID 720582. inhibition, % at 7 µM;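 active means inhibition above a per-campaign cutoff equal to the mean of compounds falling between control-based bounds plus 3 SD, cut at about 20% in these data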;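 further: 0% = DMSO wells while the 100% control is not disclosed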
# GC-A act = GC-A (human) enzyme activation. P16066. HEK293 GC-A cells, cGMP TR-FRET, EC30 ANP; 0% at EC30 ANP, 100% saturating ANP. activation, % at 10 µM. 370,000 compounds, 0.14% hits. AID 1671463; in the data active means activation above about 40%
# GC-B act = GC-B (human) receptor activation; P20594; HEK293-GC-B cells, CNP EC30, cGMP TR-FRET; 0% at EC30 CNP, 100% saturating CNP; activation, % at 10 µM; 370,000 compounds, 0.11% hits;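 active means activation at 10 µM reaching about 35% in either raw or pattern-adjusted values, limit read from the data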
# HGIII-sPLA2 inh = Blocks human group III sPLA2 activity | Q9NZ20 | QFRET BODIPY PC-A2 liposome hydrolysis, fluorescence | inhibition, % at 12.2 µM | 370,000 compounds, 0.56% hits;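 active means inhibition above mean plus 3 SD of compounds lying within the high and low control bounds, cut at about 19% in these data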;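 further: 0% = median of test compound wells and 100% = no enzyme DMSO wells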
# Target sequence (Q9NZ20 whole entry, looked up): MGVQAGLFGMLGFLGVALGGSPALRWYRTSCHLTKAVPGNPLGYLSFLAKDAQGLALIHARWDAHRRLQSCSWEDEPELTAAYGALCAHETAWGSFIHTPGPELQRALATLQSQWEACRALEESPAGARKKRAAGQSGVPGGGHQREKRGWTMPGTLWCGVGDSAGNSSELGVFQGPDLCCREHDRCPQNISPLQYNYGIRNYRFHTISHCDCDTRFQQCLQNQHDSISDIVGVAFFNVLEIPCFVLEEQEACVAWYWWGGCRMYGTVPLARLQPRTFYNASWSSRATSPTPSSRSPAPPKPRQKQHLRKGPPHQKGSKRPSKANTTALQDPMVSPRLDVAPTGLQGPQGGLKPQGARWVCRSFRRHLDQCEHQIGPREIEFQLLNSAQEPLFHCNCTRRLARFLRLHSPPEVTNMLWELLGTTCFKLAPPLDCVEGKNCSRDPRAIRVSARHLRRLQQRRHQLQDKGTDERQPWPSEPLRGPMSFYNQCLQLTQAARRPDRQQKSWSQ
# DAX1 inh-1 = blocks DAX1 repression of SF-1 activated StAR promoter; HEK293T StAR-luciferase reporter, SF-1/DAX-1 repression relief; inhibition, % at 6.8 µM; AID 652010; 370,000 compounds, 1.1% hits;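 active means inhibition above the mean over all tested compounds plus 3 SD, cut at about 3.6% in these data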;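 further: 0% = DAX-1 cells with DMSO and 100% = cells lacking DAX-1 with DMSO; higher inhibition means more luminescence from relief of DAX-1 repression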
# ssDAF12 agonist = activators of S. stercoralis DAF-12 nuclear receptor. HEK293 ssDAF-12/GRIP1 lit1-tk-luc reporter, luminescence; % of 3 µM dafachronic acid response. activation, % at 6.8 µM. 370,000 compounds, 1% hits. AID 652126;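 active means activation above the mean over all tested compounds plus 3 SD, cut at about 0.9% in these data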;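 further: 0% = DMSO-only wells and 100% = 3 µM delta7-dafachronic acid wells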
# GAA850 FXN act = increases GAA850 frataxin promoter reporter activity. activation, % at 6 µM. HEK293 lucGAA850 FXN promoter luciferase reporter, 24 h; percent of 10 µM SAHA response. 360,000 compounds, 0.56% hits. AID 540364;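 active means activation above the average of all compounds screened plus 3 SD, cutoff fixed separately per campaign, cut at about 7.5% in these data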;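 further: 0% = DMSO wells and 100% = 10 µM SAHA wells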
# SMARCA2 activ = activators of SMARCA2 function; MG213 cells, MMTV-luciferase reporter, dexamethasone, overnight; AID 652017; 370,000 compounds, 1% hits; activation, % at 9.1 µM; in the data active means activation above about 7.8%;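 further: 0% = vehicle wells and 100% = reference activator wells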
# hgDAF12 agonist = agonists of H. glycines DAF-12 nuclear receptor; activation, % at 6.8 µM; HEK293 GAL4-hgDAF12 UAS-luciferase reporter, agonist luminescence; normalized to butyrate control; 370,000 compounds, 1.8% hits; AID 687014;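 active means activation above a cutoff set at the mean of all screened compounds plus 3 SD, cut at about 10% in these data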;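 further: 0% = DMSO wells and 100% = sodium butyrate wells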
# DAX1 inh-2 = inhibits human nuclear receptor DAX1; HEK293 Gal4-DAX1 luciferase reporter, luminescence; 340,000 compounds, 0.99% hits; AID 504766; inhibition, % at 6.75 µM; P51843;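 active means inhibition above the mean over all tested compounds plus 3 SD, cut at about 4.2% in these data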;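 further: 0% = DAX1-transfected cells with DMSO and 100% = empty-vector control cells with DMSO; inhibition shows as a rise in luminescence from relieved DAX1 repression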
# Target sequence (P51843 207-470 limits assumed): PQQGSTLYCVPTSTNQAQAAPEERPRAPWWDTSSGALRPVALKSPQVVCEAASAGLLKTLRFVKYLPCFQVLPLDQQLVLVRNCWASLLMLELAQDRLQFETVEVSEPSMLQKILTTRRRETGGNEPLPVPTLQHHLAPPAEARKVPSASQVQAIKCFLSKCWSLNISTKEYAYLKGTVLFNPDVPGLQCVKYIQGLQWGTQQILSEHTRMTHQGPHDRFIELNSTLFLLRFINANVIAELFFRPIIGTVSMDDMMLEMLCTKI
# The depositor's hits bear a star; nt = no result given.
SMILES,hcDAF-12 act,ADAM10 inh,GC-A act,GC-B act,HGIII-sPLA2 inh,DAX1 inh-1,ssDAF12 agonist,GAA850 FXN act,SMARCA2 activ,hgDAF12 agonist,DAX1 inh-2
O=C(NC(=S)Nc1ccc(Cl)cn1)C(c1ccccc1)c1ccccc1,1.8,-4,-1,-5,4,0.3,0.0,1.1,0,-0.4,-0.8
COc1ccc(OC)c(NC(=O)N2CCCC(C(=O)c3ccccc3OC)C2)c1 (stereo unspecified),-1.2,1,-2,1,3,-0.8,-1.0,2.8,7,-2.6,-1.4
O=C(NCc1ccco1)c1cc(-c2ccc3c(c2)OCO3)on1,0.6,-3,2,1,-6,0.7,-1.4,5.5,4,2.8,1.1
FC(F)(F)c1ccccc1Cc1c(-c2ccccc2)nc2ccc(Br)cn12,0.8,3,7,1,-16,2.0,-0.3,nt,3,8.5,nt
CC1Nc2ncnc(N3CCOCC3)c2N(Cc2ccc(Cl)cc2)C1=O (stereo unspecified),0.4,2,-1,-4,-11,1.0,-1.0,-0.2,1,-1.8,1.7
CCC(=O)N1CCc2cc(S(=O)(=O)N3CCN(c4ccccc4Cl)CC3)ccc21,-1.2,-6,-8,2,7,0.0,-1.3,-0.1,-3,1.9,0.5
O=S(=O)(c1cc(C(F)(F)F)ccc1Cl)N1CCN(c2ccccn2)CC1,-0.5,5,-1,-3,-7,0.2,-1.4,-1.8,1,2.3,-0.1
CCc1nc2c(sc3nc4c(cc32)COC(C)(C)C4)c(=O)n1Cc1ccccc1,-1.0,-1,7,2,0,-0.1,-1.0,3.4,0,1.6,0.1
O=C(COC(=O)/C=C/c1ccccc1)NCCNC(=O)COC(=O)/C=C/c1ccccc1,0.0,-4,1,4,0,1.9,-1.0,-0.4,-2,2.2,1.1
CCCCC(CC)C(=O)Nc1cc(C(=O)NCCC)ccc1N1CCC2(CC1)CC(c1cccc(Br)c1)=NO2 (stereo unspecified),-0.7,3,1,3,2,0.6,-1.0,0.5,-1,0.7,1.7
C/C(Cc1ccccc1)=N\NC(=O)CNC(=O)c1ccc(Cl)cc1,0.0,-4,3,1,8,-0.5,-1.7,-0.5,-2,0.8,0.4
CCOC(=O)c1sc(N(Cc2ccccc2)C(=O)COC(=O)c2ccc(O)cc2)nc1C,-2.4,4,31,12,-26,-2.9,-1.8,-9.0,-4,-2.6,-2.9
COc1ccc(-c2ccc(=O)n(Cc3cccc(Cl)c3)n2)cc1,-2.2,-55,-4,1,-23,-0.5,-1.4,1.6,-4,-3.0,-1.4
CCCCNC(=O)C(NC(=O)c1ccccc1)C(=O)c1ccccc1 (stereo unspecified),-2.0,0,0,-8,-1,-0.3,-1.1,nt,6,1.1,nt
CCSc1nn2c(=O)c3ccccc3nc2s1,0.8,4,nt,nt,-1,0.5,0.1,3.4,1,9.6,0.5
CCOC(=O)[C@H]1[C@H]2COc3cc(OC)ccc3[C@@H]2N2C(=O)CN(Cc3ccc(C)cc3)C(=O)[C@@]12C,-1.0,-1,0,-1,-7,1.0,-1.3,0.8,0,0.2,0.3
Fc1ccc(Nc2nc(Oc3ccccc3F)nc(N3CCCC3)n2)cc1,-1.3,0,-3,0,-1,-1.3,-1.2,2.9,-3,0.7,0.6
COC(=O)Cn1c(=O)oc2ccc(C)cc21,0.1,-9,3,11,4,-0.5,-1.6,0.6,-2,-0.7,-0.3
COc1cccc(-n2c(SCC(=O)OC(C)C)nnc2-c2cccnc2)c1,-1.0,-3,-2,1,-3,-0.4,-1.2,-1.3,0,0.1,-1.0
COc1ccc(/C=C/C(=O)c2ccccc2)cc1Cn1nnc2ccccc21,-5.8,-9,-12,-5,-10,-0.9,-1.9,-3.3,2,-2.1,-0.4

# An excerpt from above in order of count of non-hydrogen atoms, high to low.
SMILES,hcDAF-12 act,ADAM10 inh,GC-A act,GC-B act,HGIII-sPLA2 inh,DAX1 inh-1,ssDAF12 agonist,GAA850 FXN act,SMARCA2 activ,hgDAF12 agonist,DAX1 inh-2
CCC(=O)N1CCc2cc(S(=O)(=O)N3CCN(c4ccccc4Cl)CC3)ccc21,-1.2,-6,-8,2,7,0.0,-1.3,-0.1,-3,1.9,0.5
COc1ccc(/C=C/C(=O)c2ccccc2)cc1Cn1nnc2ccccc21,-5.8,-9,-12,-5,-10,-0.9,-1.9,-3.3,2,-2.1,-0.4
Fc1ccc(Nc2nc(Oc3ccccc3F)nc(N3CCCC3)n2)cc1,-1.3,0,-3,0,-1,-1.3,-1.2,2.9,-3,0.7,0.6
C/C(Cc1ccccc1)=N\NC(=O)CNC(=O)c1ccc(Cl)cc1,0.0,-4,3,1,8,-0.5,-1.7,-0.5,-2,0.8,0.4
COc1ccc(-c2ccc(=O)n(Cc3cccc(Cl)c3)n2)cc1,-2.2,-55,-4,1,-23,-0.5,-1.4,1.6,-4,-3.0,-1.4

# Additional compounds
SMILES,hcDAF-12 act,ADAM10 inh,GC-A act,GC-B act,HGIII-sPLA2 inh,DAX1 inh-1,ssDAF12 agonist,GAA850 FXN act,SMARCA2 activ,hgDAF12 agonist,DAX1 inh-2
COC1=CC(=O)OC(C)(c2ccccc2)C1 (stereo unspecified),1.0,-7,-2,0,0,0.0,-0.8,-0.4,0,4.6,-0.8
COCCN(C(=O)Nc1ccc(OC)cc1OC)C1CCN(C(C)=O)CC1,-1.0,8,5,0,6,0.6,-1.3,-0.2,1,-0.2,0.7
O=C(O)c1ccc(-c2ccc(/C=C3\NC(=O)N(Cc4ccc(Cl)cc4)C3=O)o2)cc1,-0.4,-37,-9,-3,-3,-0.2,-0.8,0.1,-3,0.8,-1.2
O=C(O)CCC(=O)N1CCC[C@H]1C(=O)O,-2.1,3,6,5,-7,0.6,-1.1,2.2,-4,3.0,0.0
Cc1nn(C)cc1/C=N/NC(=S)Nc1ccccc1,3.5,2,-3,5,-3,3.0,-0.1,3.0,5,6.5,1.6
CC(O)CCc1ccc(O)cc1 (stereo unspecified),0.2,-3,1,-1,3,-0.2,-0.6,2.0,-2,2.1,-0.4
Cc1ccc(S(=O)(=O)c2c[nH]c3cc4c(cc3c2=O)OCO4)cc1,-0.3,-17,0,7,-3,0.6,-1.7,nt,-4,3.5,nt
CCN(c1cccc(C(F)(F)F)c1)S(=O)(=O)c1ccc2c(c1)CCN2C(C)=O,-4.2,11,-5,-2,-6,-2.9,-2.4,2.4,-5,-7.6,-1.6
C/C(=N\NC(=O)CNC(=O)c1ccc2c(c1)OCCO2)c1ccco1,2.6,4,5,3,13,0.0,-0.8,1.4,-1,-2.0,1.2
CC1CC(C)CN(C(=O)c2ccc(S(=O)(=O)N3CC(C)CC(C)C3)cc2)C1 (stereo unspecified),-3.6,0,1,-4,-10,-0.4,-1.4,-1.1,-4,-3.6,-2.3
COC(=O)c1cc(OC)c(OC)cc1-n1cnc2cc(OC)c(OC)cc2c1=O,-1.6,0,2,1,-2,-0.4,-1.6,-1.2,-1,-0.3,0.1
COc1ccccc1C1=NN(C(=S)Nc2ccccc2)C(c2ccco2)C1 (stereo unspecified),3.4,2,1,2,5,0.7,0.4,2.0,4,7.5,1.8
Cc1ccc(-c2ccc([C@H]3[C@@H]4C=CCC[C@@]4(C)C(=O)N3Cc3ccccc3)c(F)c2)cc1,-0.4,-3,-2,-5,-1,-0.5,-1.5,0.7,0,0.3,0.9
Cc1ccc(SCC(=O)N=C2NC(=O)CS2)cc1,-1.0,2,4,-4,-8,0.3,-1.2,-0.2,2,0.9,0.9
Cn1cc(-c2csc(C(O)c3ccc(F)cc3)n2)cn1 (stereo unspecified),0.4,-2,4,5,-6,-0.9,-0.3,0.2,1,-0.6,nt
Cn1c(Cl)nc2c1c(=O)n(Cc1cccc(Br)c1)c(=O)n2C,0.7,-3,2,1,0,-0.8,-1.0,-0.9,-2,1.8,0.0
CCCN1CCC(NC(=O)Nc2ccc(OC)c(OC)c2)CC1,-1.1,-7,3,-6,5,0.5,-0.5,0.7,-3,1.5,2.4
CCc1ccc(-c2nc(CN3CCC(C(=O)NCCc4ccc(OC)c(OC)c4)CC3)c(C)o2)cc1,-3.0,3,3,-1,-12,-1.1,-2.0,-1.7,-2,0.4,0.5
CC(C)CC(=O)Nc1c2c(nn1-c1ccc(F)cc1)CSC2,0.3,-1,-3,4,4,-0.4,-1.5,0.7,-2,-2.1,-0.2
CCOc1ccc(S(=O)(=O)NCC(=O)NC2CCCCC2)cc1,0.3,-11,2,-5,2,0.0,-1.2,-1.1,-1,0.9,0.0
Cc1ccc(C(=O)COc2cc(C)nc3nncn23)cc1,-1.2,-6,1,8,-73,0.1,-1.0,0.6,11*,-1.4,-0.5
O=S(=O)(NC1CCCC1)c1cc(F)ccc1F,-2.1,1,2,1,4,-0.3,-0.5,-0.9,0,-0.9,0.4
COc1ccc(NC(=O)CSc2nnc(N)s2)c([N+](=O)[O-])c1,-1.6,-6,-2,-1,2,-0.3,-1.7,2.9,-5,0.3,-1.2
CCOc1ncccc1C(=O)Nc1cccc(S(=O)(=O)N2CCCCC2)c1,-1.6,-4,3,9,-3,-0.6,-1.4,-0.1,0,4.1,-0.4

# Source: PubChem BioAssay
